CD11b adhes enh: CD11b/CD18-fibrinogen binding enhancement; P05107+P11215; K562 CD11b/CD18 adhesion to fibrinogen, ATPlite luminescence; activation, % at 10 µM; hit rate 0.07% among 93,000; AID 1499;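 active means 10 µM primary screen giving 50% or more activity, confirmed by 40% or more on retest at that dose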; further: strong numbers were not always called active; reference of the scale not given here
Target sequence (P05107 whole entry, looked up, other chains not shown): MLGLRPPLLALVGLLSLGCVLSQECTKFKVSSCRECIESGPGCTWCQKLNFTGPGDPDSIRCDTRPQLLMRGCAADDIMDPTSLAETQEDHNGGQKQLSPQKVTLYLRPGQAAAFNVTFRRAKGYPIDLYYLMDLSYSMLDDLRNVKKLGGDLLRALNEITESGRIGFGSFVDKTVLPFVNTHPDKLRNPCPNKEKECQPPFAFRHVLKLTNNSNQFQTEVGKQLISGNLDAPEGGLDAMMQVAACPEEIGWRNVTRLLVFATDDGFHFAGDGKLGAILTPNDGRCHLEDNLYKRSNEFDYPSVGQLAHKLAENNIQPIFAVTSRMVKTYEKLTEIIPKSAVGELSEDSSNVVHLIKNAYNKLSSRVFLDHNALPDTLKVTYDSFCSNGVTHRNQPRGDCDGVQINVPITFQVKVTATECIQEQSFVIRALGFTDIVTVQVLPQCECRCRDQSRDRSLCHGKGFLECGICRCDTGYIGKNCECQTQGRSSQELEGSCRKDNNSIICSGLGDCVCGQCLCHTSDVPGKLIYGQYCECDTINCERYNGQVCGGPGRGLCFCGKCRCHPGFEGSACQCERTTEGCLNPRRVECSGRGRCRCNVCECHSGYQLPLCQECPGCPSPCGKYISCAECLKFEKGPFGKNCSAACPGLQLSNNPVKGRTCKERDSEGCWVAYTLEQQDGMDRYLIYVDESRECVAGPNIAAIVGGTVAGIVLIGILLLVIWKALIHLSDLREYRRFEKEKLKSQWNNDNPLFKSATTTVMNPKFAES
ERb coact inh: ER-beta (human) coactivator binding inhibition; AID 633; hit rate 1.3% among 86,000; Q92731; TR-FRET ER-beta LBD / SRC1-Cy5 peptide binding; receptor agonist-loaded with 1 µM estradiol; inhibition, % at 25.6 µM;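 active means compounds whose percent inhibition of the receptor-coactivator binding signal exceeds about 50% in the single-dose screen, limit read from the data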;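 further: 0% = receptor plus peptide wells without compound and 100% = peptide-only wells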
Smad3 inh: inhibitors of human Smad3 transcription factor binding; P84022; TR-FRET Smad3/Dy647-FoxH1 peptide binding, europium anti-His; inhibition, % at 25 µM; hit rate 0.29% among 88,000;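 active means compounds that reduce the energy-transfer binding signal between the protein and its labelled peptide by more than half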;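 further: 0% = Smad3 plus labelled peptide maximal FRET and 100% = peptide-only background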
MT1-MMP txn act: MT1-MMP promoter transcription activation; HT1080 MT1-MMP promoter luciferase reporter, luminescence, overnight; active compounds read high; hit rate 0.16% among 86,000; activation factor at 10 µM;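 active means activation factor of at least 2 for MT1-MMP transcription at 10 µM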
sEH inh: inhibitors of human soluble epoxide hydrolase; recombinant human sEH enzymatic activity assay; hit rate 0.34% among 91,000; AID 707; inhibition, % at 2 µM; P34913; in the data active means inhibition above about 80%; further: values of inactives mirror those of a sister screen read the other way; many of its hits are not listed in these tables
sEH activator: activators of human soluble epoxide hydrolase | purified human sEH enzymatic activity, activator screen | activation, % at 2 µM | hit rate 0.04% among 91,000 | AID 717; in the data active means activation above about 37%; further: values of inactives mirror those of a sister screen read the other way
ERa SRC1 pot: enhances coactivator binding to human estrogen receptor alpha | hit rate 1.3% among 86,000 | coactivator binding (% of control), % at 25.6 µM | P03372 | TR-FRET ERalpha-LBD/SRC-Cy5 coactivator binding, 2 h; 100 = basal binding, no effect; in the data active means activity above about 200%;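 further: binding measured in presence of low estradiol as agonist stimulus; 0% = peptide alone without receptor and 100% = receptor with peptide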
CD11b adhes inh: inhibitors of human CD11b/CD18 binding to fibrinogen. inhibition, % at 10 µM. P05107+P11215. K562 CD11b/CD18 adhesion to fibrinogen, ATPlite luminescence; Mn2+ added to activate the integrin. hit rate 0.54% among 93,000. AID 1497;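 active means primary inhibition of 50% or more at 10 µM, then 40% or more on retest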; further: some results filed as inactive read as strong as hits
Candida biofilm: kills Candida albicans biofilms | C. albicans biofilm + clotrimazole, Alamar Blue | inhibition, % at 6 µM | hit rate 0.14% among 85,000 | AID 834;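 active means inhibition above 20%; inactive means inhibition below 20%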;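 further: preformed 24 hr biofilms exposed to compound for 48 hr; 0% = biofilm without compound and 100% = blank killed by clotrimazole plus chlorhexidine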
Active calls of the source: *; . = no result given; [ ] = another dose, or the depositor's remark. These rows are one share of the data; count on the stated rates, not on these rows.

Every second line gives: CD11b adhes enh	Smad3 inh	sEH inh	MT1-MMP txn act	ERb coact inh	ERa SRC1 pot	CD11b adhes inh	Candida biofilm	sEH activator
Cc1cccnc1NC(=O)c1c(O)c2cccc3c2n(c1=O)CCC3
    -5	-2	.	1.1	3[fluorescence artefact?]	97[fluorescence artefact?]	-6	1	.
CC(C)Cc1cc(C(=O)N2CCN(c3ccc(F)cc3)CC2)no1
    3	6	.	1	-11	123	19	8	.
O=C(Nc1ccc(Cl)cc1)OCc1ccccn1
    .	-8	34	1.5	-9	92	.	2	-32
Cc1cn(COC/C=C/c2ccccc2)c(=O)[nH]c1=O
    -5	5	4	1	9	92[fluorescence artefact?]	4	9	-6
CC(C)=CC(=O)OCC(=O)Nc1ccc(F)cc1Cl
    0	-1	-2	1.2	-2	99[fluorescence artefact?]	8	8	1
C=CCOc1ccc2ccccc2c1CNc1ncn[nH]1
    1	-5	5	1.1	-12	120	-6	11	-2
Cc1noc(C)c1S(=O)(=O)N1CCC(C(=O)N2CCN(c3ccc(F)cc3)CC2)CC1
    -4	3	8	.	27	106	8	4	-6
COc1ccc(CCNS(=O)(=O)c2ccc(OC)cc2)cc1
    .	-12	4	1.1	24	91[fluorescence artefact?]	.	11	-5
CCOC(=O)c1coc(CNC(=O)c2c(C)oc3c2CCCC3)c1
    0	16	12	0.9	-6	106	-7	2	-12
O=C(Nc1ccc2nc(-c3cccs3)c(-c3cccs3)nc2c1)NC1CC1
    19	-5	22	1.1	0	140	-7	5	-24
O=C(NC1CCS(=O)(=O)C1)c1ccc(-c2ccc(Br)cc2)o1 (stereo unspecified)
    -1	1	-6	1.4	-11	111	2	3	5
COCCN(C(=O)CNC(=O)c1ccco1)C(C(=O)NC1CCCCC1)c1cccs1 (stereo unspecified)
    .	5	3	1.3	-6	114	.	8	-3
COC(=O)NC(=C(Cl)Cl)S(=O)(=O)c1ccccc1
    -2	-4	-5	1.1	-1	102	14	3	3
CCOC(=O)C1=C(N)OC2=C(C(=O)CC(C)(C)C2)C1c1ccoc1 (stereo unspecified)
    5	-3	-1	1.1	-1	112	-6	8	4
Cc1cc(=O)c2c(C)nn(-c3ccccc3)c2[nH]1
    3	.	-6	1	.	.	-15	.	6
O=C(CSC1=NCCS1)N1CCCCCC1
    2	8	.	1.3	-3	106	-16	9	.
CC(C)OC(=O)CC(=O)CSc1nc2c(cc1C#N)CCC2
    3	-3	8	1	6	125	-19	8	-9
Cc1cccc(C(=O)Oc2ccc(/C=N/O)cc2)c1
    .	2	-2	1.9	-4	96[fluorescence artefact?]	.	-7	4
CCCSc1nc(O)c(C2OC(=O)c3c2ccc(OC)c3OC)c(=O)n1-c1ccccc1 (stereo unspecified)
    -1	-2	-11	1.1	0	103	-8	2	8
CCN(C(=O)c1ccc(C(C)(C)C)cc1)c1nnc(Cn2nnc3ccccc32)s1
    -11	-3	8	1.1	12	103	99*	9	-8

Complete entries, looked up by structure. Order of screens: CD11b adhes enh	Smad3 inh	sEH inh	MT1-MMP txn act	ERb coact inh	ERa SRC1 pot	CD11b adhes inh	Candida biofilm	sEH activator
Cc1cccnc1NC(=O)c1c(O)c2cccc3c2n(c1=O)CCC3 across the screens: -5	-2	.	1.1	3[fluorescence artefact?]	97[fluorescence artefact?]	-6	1	.
CCOC(=O)c1coc(CNC(=O)c2c(C)oc3c2CCCC3)c1 across the screens: 0	16	12	0.9	-6	106	-7	2	-12

(more compounds)
Every second line gives: CD11b adhes enh	Smad3 inh	sEH inh	MT1-MMP txn act	ERb coact inh	ERa SRC1 pot	CD11b adhes inh	Candida biofilm	sEH activator
CCn1nc(C(=O)OCc2c(C)noc2C)c2ccccc2c1=O
    2	11	-3	1	7[fluorescence artefact?]	109	10	3	3
CCOC(=O)c1nnc(-c2ccccc2)nc1Oc1ccccc1Cl
    0	.	7	.	.	.	-2	.	-6
O=C(CSc1nncs1)NC(=O)NCc1ccccc1
    4	-6	.	1.1	-9	80	5	2	.
CCOc1ccc2c(c1)c1nnc(SCC(=O)N3CCCCC3C)nc1n2C (stereo unspecified)
    3	2	-7	1.1	0	88	-12	10	7
NC(=O)NC(Cc1ccccc1)C(=O)NCC1(N2CCCCC2)CCCCC1 (stereo unspecified)
    -2	6	5	1	-7	134	-5	5	-4
Cn1c(SCc2cccc(Cl)c2)nc(C(F)(F)F)cc1=O
    -2	.	3	.	.	.	2	.	-1
CCOC(=O)CNC(=O)CSc1nnc(-c2ccccc2OC)n1CC
    -1	-1	5	1.2	-2[fluorescence artefact?]	101	10	9	-3
Cc1ccc(/C(O)=C2/C(=O)C(=O)N(CCCn3ccnc3)C2c2ccccn2)cc1 (stereo unspecified)
    .	-4	-6	1	-9	105	.	4	6
Cc1nc(C)c(-c2csc(NCc3ccccc3)n2)s1
    -1	8	.	1.4	-8	95	94	5	.
Cn1cccc1C(=O)NC(=O)COC(=O)CC12CC3CC(CC(Br)(C3)C1)C2
    22	6	48	1.2	17	99	0	6	-49
CCN(CC)c1cc(C)c2cc(NC(=O)CNC(C)=O)ccc2n1
    -5	.	-7	1.2	.	.	6	.	6
CCn1c(=O)cc(SCC(=O)N2CCN(C(=O)c3ccco3)CC2)c2ccccc21
    16	34[fluorescence artefact?]	-3	1.1	-5	108	12	3	2
Cc1nc2ccccc2c2oc(C(=O)NC3CC3)cc12
    3	-7	4	1	-9	128	0	5	-2
Cc1cccc(N2C(=O)SC(N(CC(=O)O)c3cccc(C)c3)C2=O)c1 (stereo unspecified)
    -1	5	.	1.2	-2[fluorescence artefact?]	100	12	13	.
O=C(COC(=O)c1cccnc1)Nc1cccc(Cl)c1
    2	9	-10	1.1	0	135[fluorescence artefact?]	-19	4	11
O=CN(/C=C1\Sc2ccccc2C1=O)Cc1ccccc1
    1	15	-13	1.2	-4[fluorescence artefact?]	77[fluorescence artefact?]	-7	5	11
COC(=O)c1ccc(-c2ncc(-c3cccc4ccccc34)o2)cc1
    .	8	-18	1	6	161[fluorescence artefact?]	.	10	20
COc1ccc(NCc2nnc(SCC(=O)Nc3cc(C)cc(C)c3)o2)cc1
    1	-1	-3	1.2	6	101	5	8	1
O=C(c1ccncc1)c1ccc(NS(=O)(=O)c2ccc(Br)s2)cc1
    -10	.	-1	.	.	.	27	.	2
Cc1ccc(NC2=NCC(=O)N2c2ccc3c(c2)OCCO3)c(C)c1
    .	-8	-18	1.1	1[fluorescence artefact?]	101	.	8	16

Retrieved one by one from the list above:
Every second line gives: CD11b adhes enh	Smad3 inh	sEH inh	MT1-MMP txn act	ERb coact inh	ERa SRC1 pot	CD11b adhes inh	Candida biofilm	sEH activator
Cc1ccc(/C(O)=C2/C(=O)C(=O)N(CCCn3ccnc3)C2c2ccccn2)cc1 (stereo unspecified)
    .	-4	-6	1	-9	105	.	4	6
Cc1nc2ccccc2c2oc(C(=O)NC3CC3)cc12
    3	-7	4	1	-9	128	0	5	-2

The listing continues:
Every second line gives: CD11b adhes enh	Smad3 inh	sEH inh	MT1-MMP txn act	ERb coact inh	ERa SRC1 pot	CD11b adhes inh	Candida biofilm	sEH activator
COc1cc(SC)ccc1C(=O)Nc1ccccc1C#N
    71	1	0	1.6	8[fluorescence artefact?]	130[fluorescence artefact?]	-7	8	2
COC(=O)c1ccc(N2CCOCC2)c(NC(=O)Nc2cccc(OC)c2)c1
    -4	-1	.	1.3	3[fluorescence artefact?]	87	-4	-1	.
CCCCOc1ccccc1NC(=O)CC1SC(=NCC)N(CC)C1=O (stereo unspecified)
    -2	10	1	1.1	0[fluorescence artefact?]	107	-2	1	0
Cc1cc(=O)[nH]c(SCC(=O)O)c1C#N
    -4	-5	-1	0.8	-6	96	15	7	-1
Cc1ccc(S(=O)(=O)NC(C(=O)OCC(=O)NC(=O)c2cccn2C)C(C)C)cc1 (stereo unspecified)
    -3	8	.	1.1	8[fluorescence artefact?]	115	-2	7	.
Cc1cc(N2CCCC2=O)cc(C)c1S(N)(=O)=O
    8	-7	5	1	-4	139	-6	9	-5
C=CCSc1nnc(-c2ccccc2NC(=O)CC)c(=O)[nH]1
    -1	8	3	1.2	-5	130	-7	2	-8
COc1cc(NC(=O)CN2c3ccccc3CC2C)cc(OC)c1OC (stereo unspecified)
    0	.	0	.	.	.	8	.	2
N#CCSc1nnc(CNc2ccc(F)cc2)o1
    .	3[fluorescence artefact?]	1	1.1	3	100	.	10	2
O=C(CSc1nc(N2CCCCC2)nc(N2CCCCC2)n1)NC1CCCCC1
    .	-4	-3	1.3	-3	112[fluorescence artefact?]	.	4	2
O=C(c1n[nH]c(=O)c2ccccc12)N1CCN(c2ccccc2Cl)CC1
    -2	0	-1	1.1	5	103	-2	2	0
CCCCNC(=S)N(C)/N=C/c1ccccc1C(=O)O
    -4	.	6	.	.	.	-36	.	-8
Cn1nc(CC(=O)Nc2cccc3ncccc23)c2ccccc2c1=O
    1	8	1	1	-4	120	31	-4	0
CC(=O)N1CCN(C(=S)c2ccc(N(C)C)cc2)CC1
    0	6	-9	1.1	0	107	-14	.	9
C=CCOc1ccc(CNc2nn[nH]n2)cc1
    -1	8	-1	1.1	4[fluorescence artefact?]	115	7	2	1
Cn1c(=O)[nH]c(=O)c2c1nc(NCc1ccco1)n2CCCc1ccccc1
    -3	-7	-33	1.1	22	101	-2	11	29
O=C(/C=C/c1ccc(Cl)c(Cl)c1)n1cccn1
    .	4	5	1.1	-8	133	.	7	-2
O=S(=O)(Nc1ccc2c(c1)nc1n2CCN(Cc2ccccc2)C1)c1ccc(F)cc1
    1	4	-10	1	5	103	16	2	12
CCCOc1nc2c(c(=O)n(C)c(=O)n2C)n1Cc1cccc2ccccc12
    -6	11	1	1.1	-3	97	33	6	0
CCCNS(=O)(=O)c1ccc(NC(=O)c2cccnc2)cc1
    2	12	12	1	1	90	-57	-2	-11
COCCn1c(=O)c2cc3c(=O)n(CCOC)c(=O)c3cc2c1=O
    -1	-12	-2	1.1	-16	95	5	8	0
CC1=CC(C)(C)N(C(=O)c2ccc(F)cc2)c2cc3c(cc21)OCO3
    -1	-2	-1	1.3	-3[fluorescence artefact?]	39	32	5	1
COCCOC(=O)c1c(C)n(C)c2ccc(OC(=O)N3CCOCC3)cc12
    -1	3	-3	1	9	93	20	6	3
O=C(NCCCN1CCOCC1)c1cc(-c2ccc(O)cc2)on1
    -4	-9	-10	1	-17	152	-2	2	9
CC1(C)CC2CC(C)(CN2C(=O)CCCN2C(=O)c3ccccc3C2=O)C1 (stereo unspecified)
    5	7	.	1	-1	119[fluorescence artefact?]	-2	6	.
O=C(O)c1coc2ccccc12
    2	-8	3	1.1	0	111	7	7	-3
CCOc1ccc(-c2nn(-c3ccccc3)cc2/C=C2\SC(N)=NC2=O)cc1C
    1	.	-20	.	.	.	2	.	19
COC(=O)c1ccc(COC(=O)c2[nH]c(C)c(C(C)=O)c2C)o1
    -8	0	-18	1.1	8[fluorescence artefact?]	115[fluorescence artefact?]	76*	8	23
COc1ccc2c(c1)C=C(C(=O)NCc1ccc(Cl)cc1)CO2
    1	.	17	.	.	.	9	.	-18
CC1(C)CC(C)(c2ccc(O)cc2O)N(c2cccc(Cl)c2)C(=S)N1 (stereo unspecified)
    .	7	-2	1.2	39	68	.	4	5
O=C(NC1CCCC1)C(c1ccccc1F)N(C(=O)c1ccco1)C1CCCC1 (stereo unspecified)
    6	7	.	1.5	-7[fluorescence artefact?]	114	45	7	.
Cn1c(COc2ccc(Cl)cc2)nnc1SCC(=O)NC1CCCCC1
    .	-12	-4	1	23	91	.	6	4
Cc1cc(=O)[nH]c(SCC(=O)NCc2ccco2)n1
    .	13	-6	1.2	66*	56[fluorescence artefact?]	.	8	10
COC(=O)C1=C(N)Oc2cc(C)n(Cc3cccnc3)c(=O)c2C1c1cccc(OC)c1OC (stereo unspecified)
    5	11	2	1.2	-3	115	-4	6	-2
Cc1nc(SCC(=O)O)c2oc3ccccc3c2n1
    -1	2	-15	1	-1	107[fluorescence artefact?]	-8	2	14
COc1ccc2c3c(c(=O)oc2c1OCC(=O)C(C)(C)C)CCCC3
    -2	4	8	1.1	-28	105	-6	2	-6

High-throughput results: PubChem, several laboratories
